INS-1E GSIS act: GLuc luminescence reporter in INS-1E cells, primary screen for activators of glucose-dependent secretion of insulin; INS-1E GLuc reporter insulin secretion, 2-3 h; activation, % at 16.6 µM; actives 0.61% (n = 370,000); AID 743287, 2014;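 active = lowest replicate activation of at least 40%, so every replicate reaches that level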;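 also: 0% = median of neutral control wells and 100% = median of IBMX positive control wells; some compounds called inactive have numbers as strong as hits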
CFTR F508del cor: F508del CFTR correction, initial screen, CFBE line, single point. CFBE cells, YFP halide quenching; stimulated with forskolin plus potentiator P3; % fluorescence drop versus neutral controls. activity (quench increase), % at 7.58 µM. actives 0.36% (n = 350,000). AID 720511, 2013;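 active = mean added fluorescence quench of at least 8% versus neutral control, with both replicates also reaching 8%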;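 also: cells transiently co-express mutant CFTR-F508del with the halide-sensitive YFP; corrector assay measuring rescue of mutant channel to the surface after 24 h compound exposure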
DENV2 CPE: inhibitors of DENV2 cytopathic effect, primary screen, cell-based, plate reader, single concentration | DENV2-infected cells, cytopathic effect rescue | CPE inhibition, % at 9.99 µM | actives 1.7% (n = 350,000) | AID 651640, 2012; in the data active = CPE inhibition above about 20%, passing the limit was not always enough; tested in BHK-21 cells;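 also: 0% = median of neutral control wells and 100% = median of positive control wells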
EWS-Fli block: EWS/Fli-driven NR0B1 reporter inhibitors, primary screen, A673 cells, NR0B1 luciferase, luminescence, MLPCN library. viability-normalised. inhibition, % at 12.6 µM. actives 0.67% (n = 350,000). AID 651661, 2012;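 active = mean inhibition of at least 50% after viability correction, with every replicate also passing that limit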;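 also: firefly luciferase signal divided by Alamar Blue viability fluorescence both relative to DMSO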
FN deposit inh: inhibitors of fibronectin matrix deposition, primary screen, AH1F cells, Alexa488-fibronectin fluorescence, plate reader; AH1F fibroblasts, overnight; inhibition, % at 12.6 µM; actives 0.086% (n = 350,000); AID 743247, 2014;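 active = mean inhibition across replicates of 30% or more, regardless of how many single replicates reach that level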;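 also: positive control wells lacked labelled fibronectin entirely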
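Schedule: 1 h cell adhesion before compound, then overnight fibronectin incubation; test system: AH1F fibroblast monolayer depositing Alexa488-labelled fibronectin into matrix; quantity: 10000 AH1F cells per well; probe or stimulus: fluorescent fibronectin at 24 nM final; signal: fluorescence, ex 485 nm, em 525 nm; evaluation: percent inhibition as loss of matrix-bound fibronectin fluorescence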
PAX8 inh HTS: inhibitors of PAX8-driven TPO luciferase reporter, primary screen, RMG-I cells, single concentration | SteadyGlo, 24 h | inhibition, % at 12.6 µM | actives 1.2% (n = 360,000);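 active = mean replicate inhibition at least 60% with every replicate also reaching 60%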;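 also: luciferase light reporting Pax8 driven TPO promoter activity; plate controls were median of neutral control wells for no effect and mitoxantrone controls for full effect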
miR-122 sensor: miR-122 Renilla sensor signal increase in Huh7, primary screen, miR-122 inhibitor project, cell-based, single point, plate reader | Huh7 miR-122 Renilla luciferase sensor, 48 h; neutral wells = 0, positive control = 100 | actives 0.3% (n = 340,000) | activation (reporter increase), % at 12.5 µM | AID 602342, 2012;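 active = mean replicate activation score at least 90 and every replicate individually at or above 90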;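 also: higher luciferase means less miR-122 activity so hits act as miR-122 inhibitors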
* marks the source's active call; other numbers are inactive results; & = joins results of further samples; [ ] = another dose, or the depositor's remark. The order is random. Share with any hit: about 3.9%.

How did COCCN(C(=O)COC(=O)/C=C/c1ccco1)c1c(N)n(Cc2ccccc2)c(=O)[nH]c1=O do in these assays?
CFTR F508del cor: 1.1; DENV2 CPE: -10; EWS-Fli block: 1; FN deposit inh: -2; PAX8 inh HTS: -2; miR-122 sensor: 4

Results for O=C(C[C@@H]1CC[C@@H]2[C@H](COC[C@@H](O)CN2Cc2cccc(Cl)c2)O1)NCc1cccc(F)c1 ?
INS-1E GSIS act: -18; CFTR F508del cor: -0.3; DENV2 CPE: 3; EWS-Fli block: 1; FN deposit inh: 2; PAX8 inh HTS: -3; miR-122 sensor: -2[16.7 µM]

Results for COC(=O)c1ccc(CN2C(=O)NC(Cc3c[nH]c4ccccc34)C2=O)cc1 (stereo not drawn) ?
INS-1E GSIS act: -10; CFTR F508del cor: -1.9; DENV2 CPE: -1; EWS-Fli block: -36; FN deposit inh: 6; PAX8 inh HTS: -83; miR-122 sensor: 1

Results for O=C(O)c1ccc(CNCc2ccc(F)cc2)cc1 ?
INS-1E GSIS act: 10; CFTR F508del cor: -4.3; EWS-Fli block: 3; FN deposit inh: -2; PAX8 inh HTS: -15; miR-122 sensor: -1

How did C[C@@H]1CN([C@@H](C)CO)C(=O)CCCn2nncc2CO[C@@H]1CN(C)S(=O)(=O)c1ccc(F)cc1 do in these assays?
INS-1E GSIS act: -1&9; CFTR F508del cor: -1.4&2.5&-1.7; DENV2 CPE: 10&-10; EWS-Fli block: -10&-8&-2; FN deposit inh: 7&-1; PAX8 inh HTS: -1&-11&-11; miR-122 sensor: 0

What do the screens show for `O=C(Nc1cc(F)ccc1F)N1CCN(c2ccnc3cc(Cl)ccc23)CC1`?
INS-1E GSIS act: -36; CFTR F508del cor: 0.6; DENV2 CPE: -4; EWS-Fli block: 7; FN deposit inh: 0; PAX8 inh HTS: 6

Results for O=C(Nc1nnc(-c2ccco2)o1)c1ccc(S(=O)(=O)N2CCCC2)cc1 ?
INS-1E GSIS act: 4; CFTR F508del cor: -2.3; DENV2 CPE: 5; EWS-Fli block: 6; FN deposit inh: 4; PAX8 inh HTS: 3

Results for COc1ccc(-n2c(SCC(=O)NCc3ccco3)nc3c([nH]c4ccccc43)c2=O)cc1 ?
INS-1E GSIS act: 8; CFTR F508del cor: -2.4; DENV2 CPE: -3; EWS-Fli block: 15; FN deposit inh: 4; PAX8 inh HTS: 31; miR-122 sensor: 3

Results for COc1cccc(N2CCN(c3ccc(S(=O)(=O)N4CCN(C)CC4)cc3[N+](=O)[O-])CC2)c1 ?
INS-1E GSIS act: -5; CFTR F508del cor: -3.1; DENV2 CPE: -2; EWS-Fli block: 11; FN deposit inh: 4; PAX8 inh HTS: 14; miR-122 sensor: -11

What do the screens show for `Nn1cc(-c2ccccc2)nc1SCC(=O)Nc1ccc(S(N)(=O)=O)cc1`?
INS-1E GSIS act: 3; CFTR F508del cor: 6.2; DENV2 CPE: 0; EWS-Fli block: -22; FN deposit inh: -4; PAX8 inh HTS: 30; miR-122 sensor: -1

How did C[C@@H]1CCCCO[C@H](CN(C)S(C)(=O)=O)[C@H](C)CN([C@@H](C)CO)C(=O)c2cc(NC(=O)c3ccncc3)ccc2O1 do in these assays?
INS-1E GSIS act: 0; CFTR F508del cor: -2.9; DENV2 CPE: -2; PAX8 inh HTS: -16; miR-122 sensor: 5[16.7 µM]

What do the screens show for `C[C@@H]1CN([C@H](C)CO)C(=O)c2cc(NC(=O)Nc3ccc4c(c3)OCO4)ccc2O[C@@H](C)CCCCO[C@@H]1CN(C)Cc1ccc(Cl)c(Cl)c1`?
INS-1E GSIS act: 9; CFTR F508del cor: 2.9; DENV2 CPE: 8; EWS-Fli block: -9; miR-122 sensor: -8[16.7 µM]

Reprinted at random: 2 records from the list
What do the screens show for `Nn1cc(-c2ccccc2)nc1SCC(=O)Nc1ccc(S(N)(=O)=O)cc1`?
INS-1E GSIS act: 3; CFTR F508del cor: 6.2; DENV2 CPE: 0; EWS-Fli block: -22; FN deposit inh: -4; PAX8 inh HTS: 30; miR-122 sensor: -1

How did COCCN(C(=O)COC(=O)/C=C/c1ccco1)c1c(N)n(Cc2ccccc2)c(=O)[nH]c1=O do in these assays?
CFTR F508del cor: 1.1; DENV2 CPE: -10; EWS-Fli block: 1; FN deposit inh: -2; PAX8 inh HTS: -2; miR-122 sensor: 4

(more compounds)
How did CCCOc1ccc(N2CC(C(=O)NC(C)C)CC2=O)cc1 (stereo not drawn) do in these assays?
FN deposit inh: -1; PAX8 inh HTS: 7; miR-122 sensor: 15

Results for O=C(Nc1ccc2c(c1)OCO2)N1CCN(C/C=C/c2ccccc2)CC1 ?
INS-1E GSIS act: -5; FN deposit inh: 4; miR-122 sensor: -5

How did O=C(Nc1nnc(Cc2ccccc2)s1)c1ccccc1 do in these assays?
INS-1E GSIS act: -3; CFTR F508del cor: 1.3; DENV2 CPE: -1; EWS-Fli block: -56; FN deposit inh: -6; PAX8 inh HTS: -67; miR-122 sensor: -3

What do the screens show for `O=C(c1ccco1)N1CCN(C(=O)C2CCN(S(=O)(=O)c3cccs3)CC2)CC1`?
INS-1E GSIS act: 12; FN deposit inh: -6; miR-122 sensor: -2

What do the screens show for `C[C@@H]1CN([C@H](C)CO)C(=O)c2cc(NC(=O)Nc3cccc4ccccc34)ccc2O[C@H]1CN(C)S(=O)(=O)c1cccs1`?
INS-1E GSIS act: 4; CFTR F508del cor: -2.4; DENV2 CPE: -2; EWS-Fli block: -2; FN deposit inh: 7; miR-122 sensor: -1[16.7 µM]

Results for CCc1nc(SCC(=O)Nc2ccccc2)c2c(=O)n(C)c(=O)n(C)c2n1 ?
INS-1E GSIS act: 56; CFTR F508del cor: 0.9; DENV2 CPE: -2; EWS-Fli block: -4; FN deposit inh: -4; miR-122 sensor: 10

Results for Cn1c(=O)n(C)c2cc(NC(=O)CCl)ccc21 ?
FN deposit inh: -4; PAX8 inh HTS: 0; miR-122 sensor: 5

What do the screens show for `O=[N+]([O-])c1ccc(S(=O)(=O)N2CCC3(CC2)OCCN3S(=O)(=O)c2cccs2)cc1`?
INS-1E GSIS act: -4; CFTR F508del cor: 1.8; DENV2 CPE: 5; EWS-Fli block: 4; FN deposit inh: 6

Results for CC(=O)c1ccc(S(=O)(=O)Nc2cccc(-c3ccc(N4CCOCC4)nn3)c2)cc1 ?
INS-1E GSIS act: 22; CFTR F508del cor: 1.5; DENV2 CPE: 7; EWS-Fli block: -23; FN deposit inh: -2; miR-122 sensor: 25

How did O=C1COc2ccc(C(=O)COC(=O)CNC(=O)C3CCCCC3)cc2N1 do in these assays?
INS-1E GSIS act: -4; CFTR F508del cor: -0.3; DENV2 CPE: 2; EWS-Fli block: 4; FN deposit inh: 1; PAX8 inh HTS: -6; miR-122 sensor: -4

What do the screens show for `Cc1cc(N2CCN(C)CC2)nc2ccc(NC(=S)NC3CC3)cc12`?
INS-1E GSIS act: -11; CFTR F508del cor: 1.2; DENV2 CPE: -1; EWS-Fli block: -2; FN deposit inh: 2; PAX8 inh HTS: 9

Results for CC=Cc1ccc2n(c1=O)C[C@@H]1[C@@H](CO)[C@H](C(=O)N(C)C)[C@H]2N1S(=O)(=O)c1ccccc1C (mixture of isomers) ?
INS-1E GSIS act: 10; CFTR F508del cor: -3.4; DENV2 CPE: -5; EWS-Fli block: -4; PAX8 inh HTS: 6

What do the screens show for `COC(=O)[C@]12CCCCC=C1N(Cc1ccc3c(c1)OCO3)C(=O)[C@H](CC(=O)NCCCN1CCCC1=O)C2`?
INS-1E GSIS act: 3; CFTR F508del cor: -1.2; DENV2 CPE: 0; EWS-Fli block: 4; FN deposit inh: 6; PAX8 inh HTS: -3

What do the screens show for `O=C(c1cc2ccccc2oc1=O)N(Cc1ccccc1)Cc1ccc2c(c1)OCO2`?
FN deposit inh: 2; PAX8 inh HTS: 7; miR-122 sensor: 34

How did CC(=O)NC1=NN(C(C)=O)C(C)(c2ccc(Cl)s2)S1 (stereo not drawn) do in these assays?
INS-1E GSIS act: 4; PAX8 inh HTS: 12; miR-122 sensor: 5

What do the screens show for `COc1ccc(C2/C(=C(\O)c3cc(C)ccc3C)C(=O)C(=O)N2CCN(C)C)cc1OC` (stereo not drawn)?
FN deposit inh: 0; PAX8 inh HTS: 3; miR-122 sensor: 3

How did O=C(C[C@H]1CC[C@@H]2[C@H](COC[C@H](O)CN2S(=O)(=O)c2cccc(F)c2)O1)NC1CCC1 do in these assays?
INS-1E GSIS act: 16; CFTR F508del cor: -3.7; DENV2 CPE: -4; EWS-Fli block: -11; FN deposit inh: -12; PAX8 inh HTS: -16; miR-122 sensor: 5[16.7 µM]

What do the screens show for `CCOC(Cn1c(-c2ccc(OC)cc2)nc2ccccc21)OCC`?
FN deposit inh: 1; PAX8 inh HTS: -3; miR-122 sensor: -6

How did O=C(O)c1cccn2c(=O)c3ccccc3nc12 do in these assays?
FN deposit inh: -2; PAX8 inh HTS: 11; miR-122 sensor: -6

What do the screens show for `COc1ccc2c3c(n(C)c2c1)[C@H](CO)N(Cc1cccc(F)c1)CC31CN(C)C1`?
INS-1E GSIS act: 3; CFTR F508del cor: 0.8; DENV2 CPE: -6; EWS-Fli block: -7

How did Cc1cc(N2CCCC2)nc2ccccc12 do in these assays?
INS-1E GSIS act: 4; CFTR F508del cor: 0.7; DENV2 CPE: -2; EWS-Fli block: -13; FN deposit inh: 2; PAX8 inh HTS: -6

How did CCS(=O)(=O)NC(=O)C1(C)CCN1C(=O)Cc1ccc(Cl)cc1Cl (stereo not drawn) do in these assays?
INS-1E GSIS act: 21; CFTR F508del cor: 0.5; DENV2 CPE: -8; EWS-Fli block: 6; FN deposit inh: -7; PAX8 inh HTS: -10; miR-122 sensor: -4

Results for CSC(=CC(=O)c1ccc(F)cc1)SC ?
INS-1E GSIS act: -5; CFTR F508del cor: 0.6; DENV2 CPE: 7; EWS-Fli block: -49; FN deposit inh: 10; PAX8 inh HTS: -4

How did CCc1ccc(C(=O)CSc2nnc(C3CC3)n2C2CC2)cc1 do in these assays?
INS-1E GSIS act: -8; CFTR F508del cor: -0.3; DENV2 CPE: 3; EWS-Fli block: -53; FN deposit inh: -2; PAX8 inh HTS: -75

How did C[C@@H]1CN([C@@H](C)CO)C(=O)Cc2cc(NC(=O)CCN3CCOCC3)ccc2O[C@@H]1CN(C)Cc1ccc(Oc2ccccc2)cc1 do in these assays?
INS-1E GSIS act: 11; CFTR F508del cor: -0.6; DENV2 CPE: -6; EWS-Fli block: 16; miR-122 sensor: 2[16.7 µM]

What do the screens show for `COc1ccc(NC(=O)Nc2cccc3c2O[C@@H](CN(C)Cc2ccc(C(F)(F)F)cc2)[C@@H](C)CN([C@H](C)CO)C3=O)cc1`?
INS-1E GSIS act: -12; CFTR F508del cor: 1.2; DENV2 CPE: 10; EWS-Fli block: -2; miR-122 sensor: 21[16.7 µM]

What do the screens show for `COCCNC(=O)c1ccc2c(c1)S(=O)(=O)c1cc(Cl)ccc1C2=O`?
INS-1E GSIS act: -2; CFTR F508del cor: 1.8; DENV2 CPE: 8; EWS-Fli block: 7; FN deposit inh: -4; PAX8 inh HTS: 10

Results for CCc1ccccc1NC(=O)Nc1ccsc1C(=O)OC ?
INS-1E GSIS act: -21; CFTR F508del cor: 3.8; DENV2 CPE: -1; FN deposit inh: 8; miR-122 sensor: -6

How did CC(=O)c1ccc(NC(=O)C2CCN(S(=O)(=O)c3cccc4nonc34)CC2)cc1 do in these assays?
INS-1E GSIS act: 6; CFTR F508del cor: -0.9; DENV2 CPE: 5; EWS-Fli block: -4; FN deposit inh: -12; PAX8 inh HTS: -19; miR-122 sensor: -6

Results for Nc1nc2c(Br)ccc(Br)c2cc1C(=O)NCc1cccc2ccccc12 ?
INS-1E GSIS act: 8; CFTR F508del cor: -1.4; DENV2 CPE: -9; EWS-Fli block: 2; FN deposit inh: -4; PAX8 inh HTS: 16
